Source: PubChem
AID inhibitor: Primary qHTS assay for inhibitors of Activation Induced Cytidine Deaminase (AID): AID signal | Single-stranded DNA cytosine deaminase (Homo sapiens), Q9GZX7 | AID deamination FRET fluorescence, UDG-coupled, 4 h | Potency, µM (doses to about 115 µM), without a hit: at the top dose activity change, negative = inhibition, usual class: inhibitors | 91,000 compounds, 0.32% hits; further: nearly all actives have a fitted effect of over 25% in size
Target sequence (Q9GZX7 whole entry, looked up): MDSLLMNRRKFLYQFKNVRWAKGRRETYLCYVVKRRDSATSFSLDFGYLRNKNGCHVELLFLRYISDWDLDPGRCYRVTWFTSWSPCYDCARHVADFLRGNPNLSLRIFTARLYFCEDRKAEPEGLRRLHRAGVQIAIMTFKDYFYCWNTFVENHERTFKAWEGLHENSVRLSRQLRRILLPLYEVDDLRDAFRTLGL
UDG counterscr: Primary qHTS assay for inhibitors of Activation Induced Cytidine Deaminase (AID): UDG Counterscreen signal; FRET deamination/UDG coupled assay, UDG read, 4 h; Potency, µM (series often up to 115 µM), inactives show top-dose activity change, negative = inhibition, actives largely listed as inhibitors; 91,000 compounds, 0.14% hits; AID 1347430, 2020; further: nearly all actives have a fitted effect of over 65% in size
* marks the source's active call; other numbers are inactive results; ? = inconclusive; [ ] = remark or other dose. The call rests on the fitted dose curve; in most records, active means well fitted curve in the direction sought with a large enough effect; inconclusive means small, poorly fitted or top-dose-only effect, or another doubt; inactive means no such curve, though single readings can be large; an effect the other way counts as inactive or inconclusive. On the % scale 0 is the no-effect control and ±100 the full control effect; potency means the concentration at half of the fitted maximal effect. An excerpt; the hit share may differ from the screen's.

SMILES | AID inhibitor | UDG counterscr
Cc1cc(Nc2cccc(Cl)c2)nc2ccc(NC(=O)C3CCCCC3)cc12 | 27% | -3%
COC(=O)C1CCN(S(=O)(=O)c2ccc(N3CCCCS3(=O)=O)cc2)CC1 | 1% | 0%
CC(C)n1nc(C(=O)OCC(=O)Nc2ccccc2Cl)c2ccccc2c1=O | 1% | 4%
CC(C)(C)CNC(=O)c1[nH]cnc1C(=O)NC1CCCC1 | -2% | 10%
CCCOc1cccc(C(=O)Nc2cccc(NC(=O)c3ccc(Cl)cc3Cl)c2)c1 | 21%[57.5 µM] | 2%[57.5 µM]
COC(=O)c1ccccc1NC(=O)c1ccc(COc2ccccc2Cl)o1 | 5% | 6%
Cc1sc(-c2ccco2)nc1C(=O)NC(c1ccccc1)c1nccn1C (stereo not drawn) | 5% | -3%
CCOc1ccc(C(=O)c2cn(CC(=O)Nc3ccc(Cl)cc3)c3cc4c(cc3c2=O)OCCO4)cc1 | -6% | 3%
COc1cc2c(C(=O)N3CCN(c4cccc(Cl)c4)CC3)cn(C)c(=O)c2cc1OC | ? | 4%
CC(Sc1ncc(C(F)(F)F)cc1Cl)C(N)=O (stereo not drawn) | -4% | 2%
COC(=O)c1ccc(Cl)cc1NC(=O)N1CCC(CN2CCCC2)CC1 | -26% | -11%
Cc1ccc2[nH]c(=O)c(CN(C(=O)c3cccc(Cl)c3)C(C)(C)C)cc2c1 | 22% | -19%
CCOc1cccc(C2c3[nH]c4ccccc4c3CCN2C(=O)CSc2ccccc2)c1 (stereo not drawn) | ? | -3%[57.5 µM]
CCOC(=O)c1cc(NC(=O)C(c2ccccc2)c2ccccc2)ccc1N1CCOCC1 | -8% | -6%
O=C(O)CNC(=O)/C=C/c1cccc(C(F)(F)F)c1 | 0% | 4%
COc1ccc(CNC(=O)CCc2nnc3n(CC(C)C)c(=O)c4ccccc4n23)cc1 | 8% | 0%
CN(CC(=O)NCc1ccc(Cl)cc1)S(=O)(=O)c1ccc2c(c1)c(=O)n(C)c(=O)n2C | -14% | 1%
COc1cccc(NC(=O)CN2C(=O)COc3ccc(S(=O)(=O)N4CCOCC4)cc32)c1 | -7% | 1%[57.5 µM]
COc1ccc2cc(C(=O)NCC3(N(C)C)CCCCCC3)[nH]c2c1 | 3% | -6%
O=C(Nc1ccc(S(=O)(=O)N2CCC(c3nc4ccccc4s3)CC2)cc1)c1ccccc1 | 2% | -4%
COc1ccc2c(C)c(CCC(=O)Nc3nc4ccccc4[nH]3)c(=O)oc2c1C | 0% | -1%
CCCC(CCC)C(=O)Nc1cccc(-c2nc3cccnc3s2)c1 | 3% | -2%[57.5 µM]
Cc1cc(C)n(Cc2cc(C(=O)O)c3ccccc3n2)n1 | 3% | 3%
CCCCCn1nc(C(=O)N(CC)c2c(N)n(CCCC)c(=O)[nH]c2=O)c2ccccc2c1=O | -2% | -4%
CCC(=O)c1cc2c(cc1NC(=O)c1ccccc1F)OCCO2 | 24% | 0%
Cc1ccc(Cl)cc1NCc1nnc2n1CCCCC2 | ? | 0%
COc1ccc(CNC(=O)c2ccc3nc(CCc4ccccc4)oc3c2)cc1OC | -12% | -7%
COc1ccc(-n2c(SCC(=O)N3CCc4ccccc43)nc3c([nH]c4ccccc43)c2=O)cc1 | -5% | -7%
COc1cc(F)c(S(=O)(=O)Nc2c(C)n(C)n(-c3ccccc3)c2=O)cc1OC | 7% | -3%
Fc1ccc(-n2ncc3c(Nc4ccc5c(c4)OCCO5)ncnc32)cc1 | -3% | ?
CN(C)C=NC(=O)c1cc2c(n(-c3ccccc3)c1=O)CC(C)(C)CC2=O | 36%[activator] | 15%
CCOC(=O)c1ccc(N2C(=O)c3[nH]nc(-c4ccccc4)c3C2c2ccc(CC)cc2)cc1 (stereo not drawn) | ? | -17%
O=C(NCC(c1ccc2c(c1)OCO2)N1CCOCC1)C(=O)Nc1ccccc1 (stereo not drawn) | 13% | 13%
CC(=O)N1CCCc2ccc(NS(=O)(=O)c3ccc(F)cc3F)cc21 | -13% | -6%
COc1cc(Cl)c(NCC(=O)NC(C)(C#N)C(C)C)cc1OC (stereo not drawn) | -5% | 5%
CC(CCCCCCCCCCCCCO)(C(=O)O)C(=O)O | -13% | -7%
Cc1ccc(S(=O)(=O)n2nc(-c3ccc(Cl)cc3)nc2NCc2ccc(F)cc2)cc1 | ? | -10%
COc1cccc(CNC(=O)C(=O)NCC(c2ccc3c(c2)OCO3)N2CCOCC2)c1 (stereo not drawn) | -4% | -8%
CNC(=O)c1cccc(CNC(=O)C2CCCC2)c1 | 2% | 0%
S=C(Cc1ccccc1)SC/C=C/c1ccccc1 | -2% | -1%
CSc1ccc(CNC(=O)c2cc3c(s2)CCCC3)cc1 | -14% | -9%
COc1ccccc1-c1noc(-c2ccc(N3CCC(C)CC3)c([N+](=O)[O-])c2)n1 | -28% | -26%
Cc1ccc(C(CNC(=O)c2cc3ccccc3oc2=O)N2CCCC2)o1 (stereo not drawn) | -3% | 6%
O=C(Nc1ccccc1Cl)c1ccc(F)c(S(=O)(=O)NCc2ccc(Cl)c(Cl)c2)c1 | -5% | -3%
N#CC(C(=O)/C=C/c1ccccc1)c1ccc(C(F)(F)F)cn1 (stereo not drawn) | -1% | -1%
c1ccc2c(c1)ncc1nncn12 | 26% | -8%
O=C(Cn1nc(C(=O)O)c2ccccc2c1=O)NC1CCCCCC1 | -9% | -1%
O=C(c1ccc2c(c1)N(Cc1ccccc1)C(=O)c1ccccc1S2=O)N1CCOCC1 (stereo not drawn) | 3% | 11%
CCC1CCCCN1C(=O)C1CC1 (stereo not drawn) | -4% | -3%
CC(C)c1nc2ccc(C(=O)NCc3ccc(N(C)C)cc3)cc2o1 | 9% | 4%
Cc1ccsc1/C=C(/C#N)C(=O)c1ccccc1 | -18% | -6%
COc1cc(S(=O)(=O)NCCc2c(C)[nH]c3ccc(C)cc23)ccc1Br | 2% | -11%[57.5 µM]
O=C(COC(=O)c1c[nH]c2ccccc12)NC1CCCCC1 | -4% | 25%
Cc1ccc(C)c(S(=O)(=O)c2nnn3c2nc(Nc2ccc(C)c(C)c2)c2ccccc23)c1 | 26% | -8%
O=C(NCc1ccccc1Br)c1ccc2c(c1)nc1n2CCOC1 | -1% | 20%
C/C(=N\NC(=S)NCc1ccccc1)C1CC1 | 1% | -3%
CCOC(=O)c1c(C)[nH]c(C)c1S(=O)(=O)N1CCCC(C(=O)N2CCN(c3cc(C)ccc3C)CC2)C1 (stereo not drawn) | -16% | -12%
COc1cc(Cl)c(NS(=O)(=O)c2ccc3c(c2)CC(C)N3C(=O)C2CCC2)c(OC)c1 (stereo not drawn) | -11% | -2%
O=S(=O)(NCC(c1ccco1)S(=O)(=O)c1ccccc1)c1ccccc1 (stereo not drawn) | 17% | -3%
O=C(CSc1nccnc1N1CCN(c2ccccc2)CC1)Nc1ccccc1Cl | -16% | -29%

Quoted at random: three compounds from above.
SMILES | AID inhibitor | UDG counterscr
O=C(NCc1ccccc1Br)c1ccc2c(c1)nc1n2CCOC1 | -1% | 20%
O=C(CSc1nccnc1N1CCN(c2ccccc2)CC1)Nc1ccccc1Cl | -16% | -29%
COc1cc(Cl)c(NS(=O)(=O)c2ccc3c(c2)CC(C)N3C(=O)C2CCC2)c(OC)c1 (stereo not drawn) | -11% | -2%

(further entries)
SMILES | AID inhibitor | UDG counterscr
CCOC(=O)c1ccc(NC(=O)CSc2c(C(C)C)cnc3c2c(=O)n(C)c(=O)n3C)cc1 | 3% | 8%[57.5 µM]
O=C(NCC(O)c1ccc(F)c(F)c1)Nc1cccc(Cl)c1Cl (stereo not drawn) | -3% | -4%
Oc1ccccc1-c1nc(/C=C/c2ccccc2Cl)nn1-c1ccccc1 | -17% | -2%
CCCOC(=O)Nc1ccccc1N=C1CCC/C1=C\c1ccccc1 | 31%[activator] | -2%
Cc1ccc(/C=C/C(=O)NCCc2c[nH]c3ccccc23)o1 | -1% | 2%
CC1CCCN(c2c(S(=O)(=O)c3ccccc3)cnc3ccc(Cl)cc23)C1 (stereo not drawn) | ? | 5%
C/C(CC(C)(C)C1CCCCC1)=N\N=C(N)N | -8% | 1%
S=C(NCc1ccccc1)N/N=C/c1ccccn1 | -1% | 5%
CCOc1ccc(S(=O)(=O)N(CC(=O)Nc2ccc3c(c2)OCO3)c2ccccc2)cc1 | 156%[activator] | 5%
COc1cc2c(c(OC)c1)C(c1cccc(F)c1F)CC(=O)N2 (stereo not drawn) | 7% | -3%
CCOc1ccc(NC(=O)C2CC(=O)N(c3ccc(C(C)C)cc3)C2)cc1 (stereo not drawn) | 10% | 1%
CC(C)c1ccc(Cn2c(COc3ccccc3)nc3ccccc32)cc1 | -27% | ?
Cc1ccc(C)c(NC(=O)CN2CCN(C3CCCCC3)C(=O)C2=O)c1 | 4% | 34%[activator]
CCS(=O)(=O)c1nc(S(=O)(=O)c2ccc(C)cc2)c(NCCCOC)s1 | 0% | 4%
Cc1ccc(NC(=O)c2nn(CC(C)C)c(=O)c3ccccc23)c(Br)c1 | 6% | -3%
CNC(=O)c1ccc(OCc2coc(-c3cccc(F)c3)n2)cc1 | -2% | -7%
CC(C)NNC(=O)c1ccccc1 | 1% | 0%
CN1CCN(C(C(=O)O)c2cn(CC(=O)O)c3cc(Cl)ccc23)CC1 (stereo not drawn) | 2% | 3%
CCCCCn1c(-n2nc(C)c(C)c2C)nc2c1c(=O)n(CC(=O)OC)c(=O)n2C | -2% | 5%
CCc1ccc(OCc2nc(-c3ccc(-n4cccc4)cc3)no2)cc1 | 20% | 10%
CC(NC(=O)NOCc1ccccc1)c1ccccn1 (stereo not drawn) | -4% | 2%
CCOc1ccccc1NC(=O)C1CCN(S(=O)(=O)c2cc(Br)cc3c2N(C(C)=O)CC3)CC1 | 5% | -21%[57.5 µM]
Cc1cccc(N2CCN(C(=O)CCNS(=O)(=O)c3ccc4c(c3)CCN4C(=O)C3CC3)CC2)c1C | 5% | -2%
COc1ccc(CCNC(=O)c2ccc(CSCc3ccc(C)cc3)o2)cc1OC | ? | 47%[activator]

Ordered by molar mass (descending): some entries from above.
SMILES | AID inhibitor | UDG counterscr
CN(CC(=O)NCc1ccc(Cl)cc1)S(=O)(=O)c1ccc2c(c1)c(=O)n(C)c(=O)n2C | -14% | 1%
CCOC(=O)c1cc(NC(=O)C(c2ccccc2)c2ccccc2)ccc1N1CCOCC1 | -8% | -6%
O=C(CSc1nccnc1N1CCN(c2ccccc2)CC1)Nc1ccccc1Cl | -16% | -29%
COC(=O)c1ccc(Cl)cc1NC(=O)N1CCC(CN2CCCC2)CC1 | -26% | -11%
CN(C)C=NC(=O)c1cc2c(n(-c3ccccc3)c1=O)CC(C)(C)CC2=O | 36%[activator] | 15%
O=C(COC(=O)c1c[nH]c2ccccc12)NC1CCCCC1 | -4% | 25%

Next section:
SMILES | AID inhibitor | UDG counterscr
Cc1cccc(-c2nnn3c2nc(NCCc2ccc(S(N)(=O)=O)cc2)c2cc(Cl)ccc23)c1 | ? | 8%
COc1cccc(NC(=O)Cc2cnc(-n3cccc3)s2)c1 | -2% | -6%
CCn1c(=O)c2cc(C(=O)N(CC(C)C)CC(C)C)sc2c2ccccc21 | -30% | -4%
COCc1ccc(CNC(=O)C=C(C)C)cc1 | -4% | -5%
CCSc1nc(-c2ccc(C)cc2)nc2c1COC(C)(C)C2 | -1% | 6%
Cc1c(C(=O)NCc2ccccc2Cl)sc2nc[nH]c(=O)c12 | -2% | ?
Cc1cc(C)cc(-n2ncc3c(NCC4CCCO4)ncnc32)c1 (stereo not drawn) | 0% | 5%
CNS(=O)(=O)Cc1ccc(CNC(=O)NC(C)CO)cc1 (stereo not drawn) | -2% | 5%
Cc1ccc(C(=O)c2c(N)c(C(=O)Nc3ccccc3Cl)c3ccccn23)cc1 | 10% | ?
COc1ccc(C(=O)c2sc(Nc3cc(Cl)ccc3C)nc2N)cc1OC | -18% | 4%
Cc1cc(C)c(CNCc2ccco2)c(C)c1 | -5% | 6%
Cc1ccc(CN(Cc2ccco2)C(=O)c2ccccc2Cl)o1 | -14% | 1%[57.5 µM]

2 consecutive records already listed, quoted:
SMILES | AID inhibitor | UDG counterscr
Cc1cccc(-c2nnn3c2nc(NCCc2ccc(S(N)(=O)=O)cc2)c2cc(Cl)ccc23)c1 | ? | 8%
COc1cccc(NC(=O)Cc2cnc(-n3cccc3)s2)c1 | -2% | -6%

(list continues)
SMILES | AID inhibitor | UDG counterscr
COc1ccccc1CNC(=O)C1CCCN(c2nnc(-n3c(C)ccc3C)s2)C1 (stereo not drawn) | 72%[activator] | 8%
Oc1ccc(C2CNCc3sccc32)cc1O (stereo not drawn) | -1% | 3%
CN=C1NC(=NC)c2ccccc21 | 0% | 0%
CCOc1ccc2cc(/C(=N/O)C3CCCCC3)ccc2c1 | 0% | -2%
O=C(CNC(=O)c1ccc(Cl)cc1)OCc1cc(=O)n2nc(C3CC3)sc2n1 | 186%[activator] | 7%

One compound at a time (already shown). Order of screens: AID inhibitor | UDG counterscr
CN(CC(=O)NCc1ccc(Cl)cc1)S(=O)(=O)c1ccc2c(c1)c(=O)n(C)c(=O)n2C is listed as -14% | 1%
CCCC(CCC)C(=O)Nc1cccc(-c2nc3cccnc3s2)c1 is listed as 3% | -2%[57.5 µM]
CCOC(=O)c1cc(NC(=O)C(c2ccccc2)c2ccccc2)ccc1N1CCOCC1 is listed as -8% | -6%
